Compound activity deposited in PubChem BioAssay by NCI.
NCI-60 one-dose screen, 48 h, at 10 µM unless noted. Numbers give growth in % (100 = growth as untreated, 0 = no growth, -100 = all killed).
786-0: 786-0 renal cancer cells. 81,000 tested, 5.1% active. AID 1794775
SK-OV-3: SK-OV-3 ovarian cancer cells. 80,000 tested, 3.2% active
RXF 393: RXF 393 renal cancer cells; 77,000 tested, 6.9% active
UO-31: UO-31 renal cancer; 81,000 tested, 5.2% active
SN12C: SN12C renal cancer cells; AID 1794767; 81,000 tested, 3.8% active
TK-10: TK-10 renal cancer cells | 81,000 tested, 3.9% active
IGROV1: IGROV1 ovarian cancer | 79,000 tested, 4.7% active
ACHN: ACHN renal cancer; 81,000 tested, 4.9% active
The depositor's hits bear a star; x = not tested or not shown; & = joins results of further samples; ! = not active in a repeat. How the source made its calls: active means growth percent below 10; inactive means the rest. Compounds as they come; any-hit rate near 9.6%.

The first 15 entries as a preview:
SMILES	786-0	SK-OV-3	RXF 393	UO-31	SN12C	TK-10	IGROV1	ACHN
O=C(Nc1cccc(Cl)c1)OCCOCCOC(=O)Nc1cccc(Cl)c1	92	101	106	63	75	98	65	114
Cc1oc2nc[nH]c(=O)c2c1C(=O)/C=C/c1ccc(Br)cc1	11	31	4.3*	19	1.8*	41	8.8*	1.4*
COc1ccc(-c2nc(C#N)c(NCC(c3ccccc3OC)N(C)C)o2)cc1 (centres undefined)	90	94	88	69	95	95	78	90
CCCCCCCCCC1(CC(=O)OCC)SCCN1C(N)=O (centres undefined)	104	106	120	91	99	122	109	92
NNC(=O)c1ccc(Nc2ncnc3c2cnn3-c2cccc(F)c2)cc1	103	116	103	77	96	124	103	95
O=C1/C(=C/c2cccs2)SC(=S)N1CCCN1CCOCC1	93	99	100	82	83	122	97	95
CCOC(=O)c1c(CSc2ccccc2)n(C)c2cc(CN(C)C)c(O)c(CN(C)C)c12	45	87	x	28	27	76	25	59
OC(CCCCCCCCC(O)CN1CCc2ccccc2C1)CN1CCc2ccccc2C1 (centres undefined)	95	105	110	86	105	103	95	110
COc1ccc(-c2nc3ccc(-c4nnc(SCC(=O)Nc5ccc(Cl)cc5)o4)cc3[nH]2)cc1	98	100	x	68	99	164	73	84
c1nc(N2CCCCC2)c2cc[nH]c2n1	88	107	105	66	94	80	104	99
O=C(O)C1Oc2ccccc2C1c1ccccc1 (centres undefined)	109	109	116	91	96	114	95	106
COC(=O)C1=C(N)N(c2ccccc2)C2=C(C(=O)CC(C)(C)C2)C1c1cccc(Cl)c1 (centres undefined)	85	91	87	74	86	95	86	77
CC(C)(C)c1cc(C(=O)N2CCC[C@H]2C(=O)NCCN)cc(C(C)(C)C)c1	105	x	97	88	95	88	97	111
CCCCC(O)(CC(=O)O)c1ccccc1 (centres undefined)	108	103	105	94	107	93	102	109
CCOC(=O)c1c(C)nc2[nH]n(-c3ccccc3)c(=O)c2c1-c1ccc(OC)cc1	98	114	116	86	102	100	100	103

This part in full, repeating the preview:
SMILES	786-0	SK-OV-3	RXF 393	UO-31	SN12C	TK-10	IGROV1	ACHN
O=C(Nc1cccc(Cl)c1)OCCOCCOC(=O)Nc1cccc(Cl)c1	92	101	106	63	75	98	65	114
Cc1oc2nc[nH]c(=O)c2c1C(=O)/C=C/c1ccc(Br)cc1	11	31	4.3*	19	1.8*	41	8.8*	1.4*
COc1ccc(-c2nc(C#N)c(NCC(c3ccccc3OC)N(C)C)o2)cc1 (centres undefined)	90	94	88	69	95	95	78	90
CCCCCCCCCC1(CC(=O)OCC)SCCN1C(N)=O (centres undefined)	104	106	120	91	99	122	109	92
NNC(=O)c1ccc(Nc2ncnc3c2cnn3-c2cccc(F)c2)cc1	103	116	103	77	96	124	103	95
O=C1/C(=C/c2cccs2)SC(=S)N1CCCN1CCOCC1	93	99	100	82	83	122	97	95
CCOC(=O)c1c(CSc2ccccc2)n(C)c2cc(CN(C)C)c(O)c(CN(C)C)c12	45	87	x	28	27	76	25	59
OC(CCCCCCCCC(O)CN1CCc2ccccc2C1)CN1CCc2ccccc2C1 (centres undefined)	95	105	110	86	105	103	95	110
COc1ccc(-c2nc3ccc(-c4nnc(SCC(=O)Nc5ccc(Cl)cc5)o4)cc3[nH]2)cc1	98	100	x	68	99	164	73	84
c1nc(N2CCCCC2)c2cc[nH]c2n1	88	107	105	66	94	80	104	99
O=C(O)C1Oc2ccccc2C1c1ccccc1 (centres undefined)	109	109	116	91	96	114	95	106
COC(=O)C1=C(N)N(c2ccccc2)C2=C(C(=O)CC(C)(C)C2)C1c1cccc(Cl)c1 (centres undefined)	85	91	87	74	86	95	86	77
CC(C)(C)c1cc(C(=O)N2CCC[C@H]2C(=O)NCCN)cc(C(C)(C)C)c1	105	x	97	88	95	88	97	111
CCCCC(O)(CC(=O)O)c1ccccc1 (centres undefined)	108	103	105	94	107	93	102	109
CCOC(=O)c1c(C)nc2[nH]n(-c3ccccc3)c(=O)c2c1-c1ccc(OC)cc1	98	114	116	86	102	100	100	103
O=C(Nc1ccccc1)c1cc(Cl)ccc1O	60	74	80	50	62	53	59	57
CC(CN(C)C)Oc1ccccc1NC1=C(Cl)C(=O)C(Nc2ccccc2OC(C)CN(C)C)=C(Cl)C1=O (centres undefined)	-71*	59	-91*	-100*	-96*	-98*	-76*	-98*
COc1ccc(-c2c(C(=O)NS(C)(=O)=O)n(Cc3cccc(C(F)(F)F)c3)c3ccccc23)cc1	95	97	111	73	85	105	91	92
CNC(=O)c1cc(-n2ccc3cc(NC(=O)c4ccc(Cl)c(Cl)c4)ccc32)ccn1	86	85	71	88	73	102	93	74
COc1cc(C2=C(c3cn(C)c4ccccc34)COC2=O)cc(OC)c1OC	21	28	-21*	10	25	44	11	28
COc1ccc(C2OCC(C)(C)CO2)cc1OC	110	107	88	90	98	109	139	107
COc1ccc(C2=Nc3c(C)nn(-c4ccccc4)c3NC(c3ccc(Oc4ccnc5cc(Cl)ccc45)c(OC)c3)C2)cc1 (centres undefined)	90	75	80	53	72	129	73	76
C/C1=C\CCC2(C)OC2CC2CCC(C)(O)C(CC1)C2(C)C (centres undefined)	99	112	x	99	101	97	94	93
Cc1nc(N)[nH]c(=O)c1CCCNS(=O)(=O)c1ccc(C(=O)CBr)cc1	106	109	103	88	96	127	118	100
NNC(=O)c1ccccc1Cl	102	103	114	96	100	94	106	106
COc1ccccc1/C=N\N=C\c1ccccc1OC	111	122	112	76	101	117	106	106
Cc1oc2ccccc2[n+]1CC(=O)c1ccccc1	76	119	109	81	106	136	95	92
CNC(=O)c1c(NC(=O)c2ccc(C(F)(F)F)cc2)sc2c1CCC(=O)C2	10	0.4*	-7.9*	-94*	5.3*	34	-4.6*	-20*
NS(=O)(=O)c1cn(-c2ccc([N+](=O)[O-])cc2[N+](=O)[O-])ccc1=O	102	106	x	66	106	107	91	109
CC(=[N-])N1CCC[C@@H](Nc2c3ccccc3nc3ccccc23)C1.[Cl][Pt].[NH-]CCC[NH-]	54	x	-24*	27	5.7*	1.4*	17	-22*
O=C(O)c1ccc([N+](=O)[O-])cc1C(=O)O	103	102	115	102	104	100	100	104
CN(C)c1ccc(-n2nc3ccccc3n2)cc1	83	113	99	x	97	143	-39*	96
S=C(NCc1ccccc1)Nc1ccccc1	96	118	115	92	103	113	112	107
C/C(=N/NC(N)=S)c1sc(Nc2cccc(Cl)c2)nc1C	84	116	90	36	76	87	86	80
O=C(CCn1cc[n+](CC(=O)c2ccc(Cl)cc2)c1)Nc1cccc2cccnc12	98	85	95	88	96	145	82	95
Nc1ccc([N+](=O)[O-])c(C(F)(F)F)c1	108	109	104	97	102	119	105	103
COc1cnc2c(c1)C(=O)c1c-2n(CCCN2CCCC2)c(=O)c2cc(F)ccc12	-88*	-25*	-81*	-96*	9.0*	x	4.4*	-68*
O=C1NC(=S)NC(=O)C1=Cc1cc(-c2ccc(Br)cc2)n(-c2ccccc2)n1	92	97	78	73	82	92	78	92
N#Cc1c(Nc2ccccc2)n[nH]c1N	95	98	108	94	103	106	115	100
CCOC(=O)C(C(=O)OCC)(C1CCCCCC1)N1CCCCC1	103	112	117	78	108	109	104	105
O=C(O)c1c(Cl)cccc1Nc1ccccc1	101	108	122	74	101	102	102	113
NCCCNc1nc2ccccc2c2c(=O)c3cccc(Cl)c3sc12	34	73	29	3.9*	21	58	7.8*	7.6*
ClC1=C(Cl)C(Cl)=C(Cl)C1	113	126	117	97	107	117	117	103
CSc1nc(Nc2cccc(NC(=O)CC#N)c2)c(C#N)c(-c2cccc([N+](=O)[O-])c2)n1	101	107	97	78	97	135	79	94
O=C(O)c1ccccc1C(F)(F)F	96	93	102	95	91	111	x	93
Cc1ccc(-c2cc(Cc3c(Cl)cccc3Cl)c(=O)n(Cn3ccc4ccccc43)n2)cc1C	108	102	121	62	94	105	104	81
CCC(CC)CCC(=O)CC(C)C	101	107	102	97	104	103	115	98
O=C(O)C1CCCCN1 (centres undefined)	98	107	99	89	95	110	95	103
CCCCCC(C)c1ccc(O)c(C)c1 (centres undefined)	94	106	113	83	x	107	117	101
c1ccc(-c2oc3ccccc3c2-c2ccccc2)cc1	99	101	99	86	92	110	88	97
O=C1CCC23OC(C(O)c4ccccc4N12)C1C(Br)=NOC13 (centres undefined)	95	99	114	87	91	98	106	104
Cc1c(-c2csc(N)n2)nnn1-c1ccc([N+](=O)[O-])cc1	99	93	112	76	91	107	107	101
CC(=O)Nc1ccc(CCCCc2ccc(NC(C)=O)cc2)cc1	96	107	115	53	80	105	110	114
CCOC(=O)c1cc2c(n1Cc1ccccc1)-c1oncc1CC2	107	92	95	25	99	101	42	82
Ic1ccc2[nH]cc(SSc3c[nH]c4ccc(I)cc34)c2c1	42	-20*	46	37	42	-13*	x	17
CC(C)(C)OC(=O)NC(CCC(N)=O)C(=O)O (centres undefined)	103	96	134	95	110	117	127	108
CCOC(=O)C1=C(C(=O)c2ccc(Br)cc2)C(c2ccc(F)cc2)NC(=S)N1 (centres undefined)	108	122	110	81	96	132	99	103
Cn1cc(C(c2coc3ccccc3c2=O)c2cn(C)c3ccccc23)c2ccccc21	103	93	x	91	93	105	104	106
C=C1C(=O)O[C@H]2[C@H]1CC/C(Cn1cc(CNCCc3c[nH]c4ccc(OC)cc34)nn1)=C\CC[C@@]1(C)O[C@@H]21	101	82	104	92	94	92	92	94
NS(=O)(=O)c1ccc(C(=O)N=Nc2c(O)[nH]c3ccc([N+](=O)[O-])cc23)cc1	106	121	100	81	104	107	102	105

(more compounds)
SMILES	786-0	SK-OV-3	RXF 393	UO-31	SN12C	TK-10	IGROV1	ACHN
O=C(N/N=C/c1ccc(-c2cccc([N+](=O)[O-])c2)o1)c1[nH]c2ccc(Br)cc2c1-c1ccccc1	5.3*	32	26	39	3.8*	40	34	23
O=C(NCCCn1ccnc1)c1nc(-c2ccc(C(F)(F)F)cc2)no1	93	102	103	90	88	107	96	105
O=C(O)COCC(=O)O	110	111	102	91	102	124	105	103
c1cc2cccc3c2c(c1)c1sc2c4cccc5cccc(c54)c2c31	115	93	115	78	101	96	99	94
CCCCc1ccncc1	102	135	x	106	98	103	125	104
COc1c(C)cc([N+](=O)[O-])c(C(C)(C)C)c1[N+](=O)[O-]	92	90	x	89	101	95	109	104
COc1cccc(/C=C2\Oc3ccc(O)c(-c4ccccc4)c3C2=O)c1	95	x	102	66	79	98	81	83
Cc1nc(N)sc1-c1ccccc1	106	108	106	84	112	118	141	101
C=C1CCC2[C@](C)(CO)[C@H](O)CC[C@@]2(C)[C@@H]1C/C=C1/C(=O)OC[C@H]1O (some centres undefined)	85	104	125	90	82	97	104	90
COc1ccc(-c2nn3c(CCC(=O)c4nc5ccccc5[nH]4)nnc3s2)cc1	108	103	112	70	96	145	88	89
Cc1ccc(C(F)(F)F)cc1N1CCN(C(=O)[C@H]2C[C@H]2c2cccc(S(F)(F)(F)(F)F)c2)CC1	77	78	76	57	92	97	70	81
CC/C=C/C(C(=O)OCC)(C(=O)OCC)C(C)CC (centres undefined)	103	108	109	96	109	97	119	106
O=C(Cc1ccc(/C=C/C(=O)c2ncccn2)cc1)Nc1ccccc1	106	109	110	97	103	107	110	103
COc1cc(OC)c(/C=C/C(=O)CC(=O)/C=C/c2c(OC)cc(OC)cc2OC)c(OC)c1	100	91	118	72	102	112	97	106
CCOC(=O)Cc1nc(N)n(C(=S)Nc2ccc(Cl)cc2)n1	104	104	107	93	97	111	91	92
O=C(Cc1ccc(Nc2ccnc(C(F)(F)F)c2)cc1)N/N=C/c1ccccc1O	6.7*	17	49	0.1*	36	23	19	4.1*
Cc1ccccc1Nc1nnc(-c2c[nH]c3ccccc23)o1	40	18	-4.4*	34	34	60	21	39
CCOC(=O)c1c(Nc2ncnc3cc(OC)c(OC)cc23)sc2c1CCCCC2	106	107	96	88	101	x	97	100
Cc1ccc(C)c(S(N)(=O)=O)c1	98	105	104	93	101	108	109	107
Cc1cnc(C2OCCO2)c2cccc([N+](=O)[O-])c12	103	110	94	92	103	93	x	104
O=C(S)c1cccc([N+](=O)[O-])c1	110	97	120	71	101	88	105	114
COC(=O)C1(C)CC1(c1ccccc1)c1ccccc1 (centres undefined)	93	88	97	90	102	85	110	107
Clc1cccc(Cl)c1/C=C/c1cc(/C=C/c2c(Cl)cccc2Cl)[nH]n1	23	44	6.5*	51	40	52	48	49
OCCN1CCN(CCO)C1=S	109	114	120	90	104	109	117	100
C=CCn1c(SCC(=O)Nc2ccc(C(=O)/C=C/c3cc(OC)c(OC)c(OC)c3)cc2)nnc1-c1cc(-c2ccc(OC)cc2)nc2ccccc12	89	98	90	76	90	121	98	89
CN1CCN(Cc2ccc(NC(=O)c3cncc(C#Cc4cnc(N)c5cccnc45)c3)cc2C(F)(F)F)CC1	33	-11*	-18*	2.9*	12	50	7.6*	6.5*
CCCCCC(=O)OC1CCCC1	104	101	102	94	100	100	106	107
CC1C(C)N(C(=O)CCCl)c2ccccc2N1C(=O)CCCl (centres undefined)	111	112	112	104	100	108	106	105
Clc1ccc(Nc2ncnc3c2sc2ncccc23)c(Cl)c1	17	26	34	-12*	20	60	70	9.3*
COc1ccc(/C(=N\O)c2cc(C)c(OC)c(C)c2)cc1O	35	51	63	52	39	72	30	32
COc1cccc2occ(COC(=O)c3c(C)noc3C)c(=O)c12	94	106	105	82	96	93	91	95
COc1ccc(/C=C/C(=O)Nc2cc(/C=C\c3cc(OC)c(OC)c(OC)c3)cc(OC)c2OC)cc1OC	23	12	-5.9*	19	33	74	40	39
N#Cc1c(N)nc2c(c1N)C(Sc1ccc(Br)cc1)c1ccc(O)cc1O2 (centres undefined)	81	118	110	87	86	71	102	104
NC(=O)c1cnccc1/C=C/c1ccccc1	99	114	112	86	98	110	113	112
CCOC(=O)Nc1ccc2c(c1)/C(=N\NC(N)=S)c1ccccc1-2	54&28	93&97	8.9*!	83&68	72&73	107&82	103&94	69&57
C(=N\Nc1c2ccccc2nc2ccccc12)/c1ccccc1	95	90	101	79	93	124	76	89
